# High-throughput results (PubChem)
# SKKanGAS inh – S. pyogenes SKKanGAS growth inhibitors in kanamycin, primary screen, streptokinase expression inhibitor project, SKKanGAS strain, BacTiter-Glo luminescence; inhibition, % at 7.5 µM; 300,000 tested, 1.3% active; AID 1662, 2009; 6 h;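 active = mean replicate score, as percent of positive control median, at least 50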;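 note: strain carries kanamycin resistance gene driven by streptokinase promoter and grows in 40 µg/ml kanamycin; loss of luminescence reflects streptokinase promoter inhibition or plain growth inhibition; 0% = median of DMSO wells and 100% = positive control at its reference dose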
# TRPC4 PAM – positive allosteric modulators of TRPC4, primary screen, cell-based, mouse TRPC4beta, HEK293 mu-opioid, Fluo-4 calcium; DAMGO EC20, Fluo-4 Ca2+ flux; hits give high values; B-score at 10 µM; 310,000 tested, 0.42% active; AID 2227, 2009;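 active = B-score of calcium response area above 5 SD of library B-scores, with initial fluorescence ratio within 5 SD of library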;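 note: B-score of integrated fluorescence ratio over time as area under calcium response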
# Target sequence (Q9QUQ5 whole entry, looked up): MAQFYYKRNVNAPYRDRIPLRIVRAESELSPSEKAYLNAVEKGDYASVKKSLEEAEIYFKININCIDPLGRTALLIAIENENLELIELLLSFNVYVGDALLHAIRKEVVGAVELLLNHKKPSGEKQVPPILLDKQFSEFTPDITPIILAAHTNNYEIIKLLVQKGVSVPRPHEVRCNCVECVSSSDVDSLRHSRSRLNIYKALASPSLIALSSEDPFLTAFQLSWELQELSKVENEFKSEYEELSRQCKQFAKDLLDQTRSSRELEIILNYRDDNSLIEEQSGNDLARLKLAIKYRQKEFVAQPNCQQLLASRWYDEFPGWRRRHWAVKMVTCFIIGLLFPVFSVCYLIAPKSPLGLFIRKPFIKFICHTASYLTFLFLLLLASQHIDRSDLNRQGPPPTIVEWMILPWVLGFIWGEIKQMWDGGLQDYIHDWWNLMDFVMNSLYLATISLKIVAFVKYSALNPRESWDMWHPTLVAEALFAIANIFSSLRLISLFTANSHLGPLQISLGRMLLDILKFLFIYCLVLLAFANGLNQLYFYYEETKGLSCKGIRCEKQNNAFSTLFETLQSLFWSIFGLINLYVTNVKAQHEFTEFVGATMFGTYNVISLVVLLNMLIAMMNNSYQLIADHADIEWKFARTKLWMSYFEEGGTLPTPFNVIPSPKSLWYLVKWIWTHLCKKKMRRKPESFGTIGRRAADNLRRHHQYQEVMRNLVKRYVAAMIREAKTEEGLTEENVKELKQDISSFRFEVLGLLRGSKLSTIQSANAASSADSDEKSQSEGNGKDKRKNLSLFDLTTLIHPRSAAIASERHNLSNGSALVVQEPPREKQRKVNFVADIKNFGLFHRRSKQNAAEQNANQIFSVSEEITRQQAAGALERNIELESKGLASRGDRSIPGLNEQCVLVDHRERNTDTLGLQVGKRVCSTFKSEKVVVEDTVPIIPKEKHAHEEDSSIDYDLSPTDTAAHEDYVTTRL
# MrgX1 antag – antagonists of human MrgX1 receptor, primary screen, HEK293 cells, Fluo-4 calcium flux; Mas-related G-protein coupled receptor member X1 (Homo sapiens), Q96LB2; BAM8-22 antagonism; hits give low values; B-score at 10 µM; 310,000 tested, 1.3% active;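 active = calcium-response B-score plate-corrected more than 3 library SD below zero, starting fluorescence within 5 deviations, no agonist response on first addition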;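 note: peak minus trough fluorescence over baseline after final BAM8-22 challenge near maximal dose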
# TRPC6 inh – mouse TRPC6 channel inhibitors, primary screen, cell-based, HEK293, membrane potential dye; Short transient receptor potential channel 6 (Mus musculus), Q61143; ACh-evoked depolarization; hits give low values; B-score at 10 µM; 310,000 tested, 1.1% active;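 active = B-score under library mean minus 3 SD, initial fluorescence not abnormally high, positive integrated signal ratio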;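 note: B-score derived from integrated fluorescence ratio over the kinetic read; more negative B-score means stronger inhibition of depolarization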
# TRPC6 act – mouse TRPC6 channel activators, primary screen, cell-based, HEK293, membrane potential dye | Short transient receptor potential channel 6 (Mus musculus), Q61143 | HEK293-TRPC6 membrane potential dye fluorescence; hits give high values | B-score at 10 µM | 310,000 tested, 0.13% active;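 active = B-score of the integrated fluorescence ratio above library mean plus 3 SD, and starting fluorescence ratio within library mean plus 5 SD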;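 note: higher score means more depolarization so channel activation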
# TRPC4 act – activators of mouse TRPC4 channel, primary screen, Fluo4 calcium, HEK293 TRPC4beta/mu-opioid cells; Short transient receptor potential channel 4 (Mus musculus), Q9QUQ5; Fluo4 calcium fluorescence; hits give high values; B-score at 10 µM; 310,000 tested, 0.49% active; AID 2237, 2010;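 active = B-score above 5 SD of library B-scores, and initial fluorescence ratio not above library mean plus 5 SD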;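 note: positive B-score marks a calcium rise read as TRPC4 activation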
#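 Incubation: 45 min room-temperature Fluo4 loading, 110 s read / System: HEK293 cells stably co-expressing mouse TRPC4beta and mu-opioid receptor / Signal: Fluo4 fluorescence, kinetic / Control set: buffer (low) and maximal DAMGO (high) / Measure: integrated baseline-normalised fluorescence ratio, converted to per-well B score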
# TMEM16A act – TMEM16A chloride channel activators or potentiators, primary screen, cell-based, HTS; Anoctamin-1 (Mus musculus), Q8BHY3; B-score at 10 µM; HEK293 TMEM16A/YFP-H148Q/I152L, iodide quench fluorescence; hits give low values; 340,000 tested, 0.3% active;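 active = fluorescence-ratio B-score plate-corrected deviation score at least 3 library SD below zero, with starting fluorescence score within 5 deviations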;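 note: channel opened by trigger with iodide after compound preincubation; score built on the fluorescence ratio of max minus min over baseline; more negative score means more quench and so TMEM16A activation or potentiation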
# TRPC4 inh – inhibitors of mouse TRPC4 channel, primary screen, Fluo4 calcium, HEK293 TRPC4beta/mu-opioid cells; Short transient receptor potential channel 4 (Mus musculus), Q9QUQ5; DAMGO-evoked Fluo4 calcium flux; hits give low values; AID 2247, 2010; B-score at 10 µM; 300,000 tested, 0.39% active;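 active = B-score over 3 SD under the library average, no early fluorescence shift, positive overall ratio signal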
#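 Test system – stable TRPC4beta/mu-opioid receptor HEK293 cells · Probe or stimulus – DAMGO, a submaximal dose followed by a maximal one · Dosing – one concentration per compound · Signal – Fluo4 calcium fluorescence by kinetic imaging, 5 s 1 Hz baseline · Evaluation – per-well B score of integrated baseline-normalized Fluo4 ratio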
# MrgX1 ag – agonists of human MrgX1 receptor, primary screen, HEK293 cells, Fluo-4 calcium flux. Mas-related G-protein coupled receptor member X1 (Homo sapiens), Q96LB2. B-score at 10 µM. 310,000 tested, 0.44% active. Fluo-4 calcium fluorescence, agonist mode; hits give high values;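 active = calcium response B-score plate-corrected fluorescence ratio at least 3 library SD, with starting fluorescence B-score inside 5 SD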
#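 Assay system: MrgX1-expressing HEK293 cells / Amount: fifteen thousand cells per well / Doses: test compound in the initial addition of three / Timing: cells plated overnight, dye loaded 0.5 h 37 °C, 0.5 h room temperature / Technique: kinetic calcium dye fluorescence, Fluo-4 NW / Control set: positive and negative controls per plate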
# TMEM16A inh – TMEM16A chloride channel inhibitors, primary screen, cell-based, HTS | Anoctamin-1 (Mus musculus), Q8BHY3 | HEK293 TMEM16A/YFP iodide influx fluorescence, ionomycin | normalized B-score (activity score, 25-100; higher = stronger inhibition) at 10 µM | 310,000 tested, 1.2% active;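 active = ratio plate-corrected score three or more library SD toward inhibition, starting fluorescence score within five deviations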;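 note: score derived from kinetic fluorescence span divided by baseline fluorescence per well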
# MrgX1 PAM – positive allosteric modulators of MrgX1, primary screen, HEK293 cells, Fluo-4 calcium flux; B-score at 10 µM; FDSS; hits give high values; 310,000 tested, 0.63% active; Mas-related G-protein coupled receptor member X1 (Homo sapiens), Q96LB2;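 active = plate-corrected calcium response at least 3 library SD above typical, normal starting fluorescence, not activating the receptor alone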;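 note: compound read alongside a low EC10 to EC30 dose of BAM8-22 agonist; peak minus trough fluorescence over baseline measured at the second addition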
# An asterisk follows results filed as active; i = inactive; nt = no result given. Outcome played no part in choosing rows; overall some 6.7% were active at least once.
SMILES,SKKanGAS inh,TRPC4 PAM,MrgX1 antag,TRPC6 inh,TRPC6 act,TRPC4 act,TMEM16A act,TRPC4 inh,MrgX1 ag,TMEM16A inh,MrgX1 PAM
COc1ccccc1CCNS(=O)(=O)CCNC(=O)c1ccccc1,-3.6,i,i,i,i,i,i,i,i,i,i
Cc1ccc(N(C)S(=O)(=O)c2cc3c(cc2C)NC(=O)CO3)cc1,-0.3,i,i,i,i,i,i,i,i,i,i
O=S(=O)(Nc1cc(Cl)cc(Cl)c1)N1CCOCC1,-1.6,i,i,i,i,i,i,i,i,i,i
CC(C)CCNC(=O)c1cc2c(=O)[nH]c3ccccc3c2s1,1.8,i,i,i,i,i,i,i,i,i,i
O=C(O)c1cccc(N=NN2CCCCCC2)c1,5.5,i,i,i,i,i,i,i,i,i,i
O=C(CCc1ccccc1)NCCSCc1c(F)cccc1Cl,3.3,i,i,i,i,i,i,i,i,i,i
C(#CCN1CCC(Cc2ccccc2)CC1)COCCOCc1ccccc1,4.0,i,i,i,i,i,i,i,i,i,i
Cc1ccsc1/C=C(\CC(=O)O)c1nc2ccccc2o1,-0.9,i,i,i,i,i,i,i,i,i,i
CCCSc1cc(N2CCN(C)CC2)nc(-c2ccc(OC)cc2)n1,15.0,i,i,i,i,i,i,i,i,i,i
Cc1cccc(-c2nnc(-c3ccccc3)o2)c1,-1.5,i,i,i,i,i,i,i,i,i,i
Cn1c(=O)c(=O)n(C)c2cc(S(=O)(=O)CCC(=O)Nc3cccc(C(F)(F)F)c3)ccc21,-1.8,i,i,i,i,i,i,i,i,i,i
O=C(CN(Cc1ccccc1Cl)C(=O)CN1C(=O)CSc2ccccc21)NC1CC1,-5.5,i,i,i,i,i,i,i,i,i,i
CC(=O)Nc1ccc(S(=O)(=O)N2CCN=C2SCc2ccc([N+](=O)[O-])cc2)cc1,20.8,i,i,i,i,i,i,i,i,i,i
CCC(=O)N1c2ccc(S(=O)(=O)NC3CCCCC3)cc2CC1C (centres undefined),0.4,i,i,i,i,i,i,i,i,i,i
Oc1ccc(/C=N/NC(=S)Nc2cccnc2)cc1,-0.2,i,i,i,i,i,i,i,i,i,i
C=CCNC(=O)c1ccccc1NC(=O)COc1ccccc1,-5.6,i,i,i,i,i,i,i,i,i,i
CCC(C)(C)NC(=O)C(c1ccncc1)N(C(=O)c1sc(C)nc1C)c1ccc(C)cc1 (centres undefined),-0.4,i,i,i,i,i,i,i,i,i,i
COCCNC(=O)C(=O)N/N=C(\C)CC(=O)Nc1ccc2c(c1)OCO2,-4.3,i,i,i,i,i,i,i,i,i,i
COc1ccc(NC(=O)CN2C(=O)NC(c3ccccc3)(c3ccccc3)C2=O)cc1OC,7.5,i,i,i,i,i,i,i,i,i,i
CC(C)CCNC(=O)Cc1ccc(Nc2nc(=S)[nH]c3ccccc23)cc1,-9.1,i,i,i,i,i,i,i,i,i,i
COc1ccc(C(=O)N/N=C(\C)CC(=O)NC2CCCCC2)c(OC)c1,-1.2,i,i,i,i,i,i,i,i,i,i
COCCCNC(=O)CCC(=O)NNc1nc2ccccc2c2nc(C)nn12,4.3,i,i,i,i,i,i,i,i,i,i
CCC(=O)N1CCN(c2nc(CC)nc3sc4c(c23)CCCC4)CC1,-2.8,i,i,i,i,i,i,i,i,i,i
NS(=O)(=O)c1cccnc1Nc1cccc(C(F)(F)F)c1,-2.7,i,i,i,i,i,i,i,i,i,i
CC(=O)c1sc(NC(=O)c2cccc(N3C(=O)CCC3=O)c2)nc1-c1ccccc1,-1.2,i,i,i,i,i,i,i,i,i,i
# New compounds follow.
SMILES,SKKanGAS inh,TRPC4 PAM,MrgX1 antag,TRPC6 inh,TRPC6 act,TRPC4 act,TMEM16A act,TRPC4 inh,MrgX1 ag,TMEM16A inh,MrgX1 PAM
Cc1cc(C)c(CN2CCN(Cc3ccc(C)o3)C(CCO)C2)c(-n2cccn2)c1 (centres undefined),1.0,i,i,i,i,77*,i,i,i,i,i
CCC(=O)Nc1cc(SCCO)cc([N+](=O)[O-])c1,3.9,i,i,i,i,i,i,i,i,100*,i
Cc1c(Cl)cccc1Nc1nc(NCCO)c2ccccc2n1,-0.7,i,i,-6.9*,i,i,i,i,i,i,i
CC(CN1CCOCC1)OC(=O)c1cccs1 (centres undefined),-14.5,i,i,i,i,i,i,i,i,i,i
CN(C)CCCNC(=O)c1cc(C(=O)c2cccc(Cl)c2Cl)c[nH]1,-5.4,i,i,i,i,i,i,i,i,i,i
COC(=O)Cc1c(C)c2ccc(OCC(=O)N3CCCC(C)C3)c(C)c2oc1=O (centres undefined),4.0,i,i,i,i,i,i,i,i,i,i
CCC(=O)N1CCN(c2ccccc2NC(=S)NC(=O)c2ccco2)CC1,4.4,i,i,i,i,i,i,i,i,i,i
Cc1ccc(C(=O)N/N=C\C=C\c2ccc(Br)cc2)cn1,-30.9,i,i,i,i,i,i,i,i,i,i
O=C(CSc1nnc(-c2cccnc2)n1-c1ccccc1)Nc1ccccn1,2.5,i,i,i,i,i,i,i,i,i,i
CCOC(=O)N/N=C(\C)c1ccc(-n2cnnn2)cc1,3.8,i,i,i,i,i,i,i,i,i,i
CNCc1c(C)nn(-c2ccccc2)c1C,0.5,i,i,i,i,i,i,i,i,i,i
Cc1cc(C(=O)OCn2nnc3ccccc3c2=O)c(C)n1-c1ccccc1,10.1,i,i,i,i,i,i,i,i,i,i
Cc1nc(-c2ccc(S(=O)(=O)N3CCCN(CCc4ccccc4)CC3)s2)cs1,7.1,i,i,i,i,i,i,i,i,i,i
CCCCNC(=O)CCCCC(=O)N/N=C/c1cccc(Cl)c1,1.6,i,i,i,i,i,i,i,i,i,i
COC(=O)C1=C(N)Oc2c(oc(CO)cc2=O)C1c1ccccc1F (centres undefined),-1.8,i,i,i,i,i,i,nt,i,i,i
CC(c1nnc(SCC(=O)Nc2cccnc2Cl)n1-c1ccccc1)N(C)C (centres undefined),4.4,i,i,i,i,i,i,i,i,i,i
O=C(NC1CCCCCCC1)c1cc(COc2ccc3ncccc3c2)on1,0.7,i,nt,i,i,i,i,i,nt,nt,nt
Cc1cc(C)c(S(=O)(=O)N2CCC3(CC2)OCCN3S(=O)(=O)c2cccs2)c(C)c1,0.5,i,nt,i,i,i,i,i,nt,nt,nt
O=C(NC(=S)NCCN1CCOCC1)c1ccc(Cl)cc1,-8.4,i,i,i,i,i,i,i,i,i,i
Cc1[nH]n(-c2ccccc2)c(=O)c1N=Nc1ccc(C(=O)O)cc1,8.5,i,i,i,i,i,i,i,i,i,i
O=C(NCCN1CCCCCC1)C1CCCN1S(=O)(=O)c1cccc2nsnc12 (centres undefined),-7.1,i,i,i,i,i,i,i,i,i,i
Cc1ccc(-c2nnc(-c3ccccc3)c(N3CCOCC3)n2)cc1,29.7,i,i,i,i,i,i,i,i,i,i
CCOC(=O)CSc1nc(=O)n2cc(C)ccc2n1,-5.2,i,i,i,i,i,i,i,i,i,i
O=C(COC(=O)Cn1cnc2ccccc2c1=O)NCc1ccccc1Cl,-29.6,i,i,i,i,i,i,i,i,i,i
CCc1nc(SCC(=O)Nc2ccc(F)cc2F)c2c(=O)n(C)c(=O)n(C)c2n1,-2.4,i,i,i,i,i,i,i,i,i,i
# (cont.)
SMILES,SKKanGAS inh,TRPC4 PAM,MrgX1 antag,TRPC6 inh,TRPC6 act,TRPC4 act,TMEM16A act,TRPC4 inh,MrgX1 ag,TMEM16A inh,MrgX1 PAM
O=S(=O)(Nc1ccccn1)c1ccc(Cl)c2ccccc12,-6.7,i,i,i,i,i,i,i,i,i,i
Cc1ccc(CNS(=O)(=O)c2ccc([N+](=O)[O-])cc2)cc1,4.3,i,i,i,i,i,i,i,i,i,i
COc1ccccc1NC(=O)CSc1nnc(-c2ccc(NC(C)=O)cc2)n1C,1.3,i,i,i,i,i,i,i,i,i,i
CC(=O)c1coc2ccc(OCCN3CCCCC3)cc12,3.4,i,i,i,i,i,i,i,i,i,i
O=C(NCC1COc2ccccc2O1)c1cn(Cc2ccc(F)cc2)nn1 (centres undefined),-6.5,i,i,i,i,i,i,i,i,i,i
COc1ccccc1-c1cc(C(=O)NC2CCN(C)CC2)c2ccc(Cl)c(C)c2n1,-6.3,i,i,i,i,i,i,i,i,i,i
COc1ccc2[nH]cc(/C=C/C(=O)c3ccccc3)c2c1,-4.7,i,i,i,i,i,i,i,i,i,i
COCCCNC(=O)c1oc2ccc(S(=O)(=O)N3CCOCC3)cc2c1C,18.9,i,i,i,i,i,i,i,i,i,i
CCN(CC(=O)NCc1ccc(F)cc1)C(=O)/C=C/c1ccc(S(=O)(=O)N(CC)CC)cc1,1.4,i,i,i,i,i,i,i,i,i,i
CCN(C(=O)COC(=O)CNC(=O)c1ccc(F)cc1)C1CCS(=O)(=O)C1 (centres undefined),0.8,i,i,i,i,i,i,i,i,i,i
CCC(C)NC(=O)C1CC(c2cccc(OC)c2)=NO1 (centres undefined),1.3,i,i,i,i,i,i,i,i,i,i
CCOC(=O)c1c(NC(C)=O)sc2c(OC(C)=O)cccc12,-9.8,i,i,i,i,i,i,i,i,i,i
CC(Oc1ccccc1Cl)C(=O)/C=C/N(C)C (centres undefined),6.8,i,i,i,i,i,i,i,i,i,i
